MrgX1 antagonist: antagonists of human MrgX1 receptor, primary screen, HEK293 cells, Fluo-4 calcium flux; Mas-related G-protein coupled receptor member X1 (Homo sapiens), Q96LB2; BAM8-22 antagonism; active compounds read low; B-score at 10 µM; actives 1.3% (n = 310,000);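 active means calcium-response B-score plate-corrected more than 3 library SD below zero, starting fluorescence within 5 deviations, no agonist response on first addition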;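 further: peak minus trough fluorescence over baseline after final BAM8-22 challenge near maximal dose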
TRPC6 activator: mouse TRPC6 channel activators, primary screen, cell-based, HEK293, membrane potential dye; Short transient receptor potential channel 6 (Mus musculus), Q61143; B-score at 10 µM; actives 0.13% (n = 310,000); HEK293-TRPC6 membrane potential dye fluorescence; active compounds read high;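 active means B-score of the integrated fluorescence ratio above library mean plus 3 SD, and starting fluorescence ratio within library mean plus 5 SD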;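 further: higher score means more depolarization so channel activation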
HIF act: HIF pathway transcriptional activators, primary screen, cell-based, U2OS HRE-luciferase, luminescence. activation, % at 7.5 µM (by protocol). U2OS HRE-luciferase reporter; normalized: DMSO 0%, desferrioxamine 100%. actives 0.32% (n = 300,000);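 active means mean activation of at least 10% of the iron chelator positive control signal, with at least half of replicates also reaching 10%; inconclusive means mean and replicate majority disagree about reaching 10%; inactive means mean and most replicates under 10%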
MrgX1 ag: agonists of human MrgX1 receptor, primary screen, HEK293 cells, Fluo-4 calcium flux; Mas-related G-protein coupled receptor member X1 (Homo sapiens), Q96LB2; Fluo-4 calcium fluorescence, agonist mode; active compounds read high; B-score at 10 µM; actives 0.44% (n = 310,000);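 active means calcium response B-score plate-corrected fluorescence ratio at least 3 library SD, with starting fluorescence B-score inside 5 SD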
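Test system: HEK293 cells stably expressing human MrgX1 receptor; Input: fifteen thousand cells per well; Dosing: compound delivered in addition one of three; Schedule: overnight seeding, then 1 h dark dye loading; Technique: Fluo-4 NW calcium fluorescence; Measure: B-scored fluorescence response ratio; Controls: positive and negative controls per plate.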
TRPC4 act: activators of mouse TRPC4 channel, primary screen, Fluo4 calcium, HEK293 TRPC4beta/mu-opioid cells | Fluo4 calcium fluorescence; active compounds read high | B-score at 10 µM | actives 0.49% (n = 310,000) | AID 2237, 2010;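 active means B-score above 5 SD of library B-scores, and initial fluorescence ratio not above library mean plus 5 SD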;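 further: positive B-score marks a calcium rise read as TRPC4 activation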
Target sequence (Q9QUQ5 whole entry, looked up): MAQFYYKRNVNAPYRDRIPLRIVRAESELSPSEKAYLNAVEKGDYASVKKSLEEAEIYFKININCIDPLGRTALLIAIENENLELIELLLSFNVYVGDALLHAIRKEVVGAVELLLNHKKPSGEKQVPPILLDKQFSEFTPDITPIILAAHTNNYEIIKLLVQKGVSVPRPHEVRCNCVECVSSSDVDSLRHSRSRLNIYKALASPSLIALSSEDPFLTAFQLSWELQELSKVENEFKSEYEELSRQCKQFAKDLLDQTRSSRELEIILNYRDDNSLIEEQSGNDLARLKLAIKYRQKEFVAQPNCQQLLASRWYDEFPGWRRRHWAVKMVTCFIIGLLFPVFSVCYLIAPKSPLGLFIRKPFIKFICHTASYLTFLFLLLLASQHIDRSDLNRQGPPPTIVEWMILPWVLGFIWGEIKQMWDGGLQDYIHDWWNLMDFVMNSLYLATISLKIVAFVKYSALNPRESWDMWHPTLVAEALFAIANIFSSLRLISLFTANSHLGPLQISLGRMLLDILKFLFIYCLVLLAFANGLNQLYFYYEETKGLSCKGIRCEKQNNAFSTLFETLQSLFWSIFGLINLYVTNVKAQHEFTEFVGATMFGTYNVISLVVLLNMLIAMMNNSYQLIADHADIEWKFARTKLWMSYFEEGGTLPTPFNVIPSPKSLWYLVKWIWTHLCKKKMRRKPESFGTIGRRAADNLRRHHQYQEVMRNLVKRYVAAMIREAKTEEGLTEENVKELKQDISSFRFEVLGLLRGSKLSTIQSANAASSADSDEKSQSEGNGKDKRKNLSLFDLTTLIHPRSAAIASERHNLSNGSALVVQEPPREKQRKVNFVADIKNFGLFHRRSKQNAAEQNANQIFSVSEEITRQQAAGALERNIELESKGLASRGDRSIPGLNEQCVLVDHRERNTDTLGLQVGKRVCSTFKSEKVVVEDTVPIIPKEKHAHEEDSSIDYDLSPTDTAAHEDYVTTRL
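Test system: HEK293 cells stably co-expressing mouse TRPC4beta and mu-opioid receptor | Schedule: Fluo4 dye loading 45 min at room temperature, 110 s recording | Measured by: Kinetic Fluo4 calcium fluorescence, 5 s baseline at 1 Hz | Evaluation: B score of integrated ratio | Controls: Buffer (low) and maximal DAMGO (high)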
AI-2 QS mod: Vibrio harveyi AI-2 quorum sensing modulators, primary screen, JMH597 strain, luminescence/OD600 ratio; activity change, % at 7.5 µM; Vibrio harveyi JMH597 AI-2 luminescence/OD600 ratio, 9 h; active compounds read low; strain lacks LuxN and CqsS sensors; 0 = neutral-control median; actives 0.4% (n = 300,000); in the data active means activity change below about -75%, passing the limit was not always enough; inconclusive means no clear call, values can overlap the other calls;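 further: luminescence divided by OD600 gain over 9 h not by final OD600 alone; inactives centre near 13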
MrgX1 PAM: positive allosteric modulators of MrgX1, primary screen, HEK293 cells, Fluo-4 calcium flux | AID 588675, 2011 | Mas-related G-protein coupled receptor member X1 (Homo sapiens), Q96LB2 | FDSS; active compounds read high | B-score at 10 µM | actives 0.63% (n = 310,000);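 active means plate-corrected calcium response at least 3 library SD above typical, normal starting fluorescence, not activating the receptor alone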;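 further: compound read alongside a low EC10 to EC30 dose of BAM8-22 agonist; peak minus trough fluorescence over baseline measured at the second addition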
PolyA inh: polyadenylation inhibitors in yeast reporter cells, primary screen, luminescence, S. cerevisiae; S. cerevisiae SKY197-pL101 polyadenylation reporter, beta-gal luminescence; efflux-impaired pdr1/pdr3 knockout yeast; score 100 = 6 SD above DMSO; actives 0.02% (n = 300,000); calls only at 12 µM; AID 1875, 2009;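 active means lowest replicate activity score at least 50, where 100 means six control SD above control mean; inconclusive means lowest score under 50 but half or more replicates reach 50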;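 further: yeast exposed to compound for 9 h at 30 °C; higher score means more reporter readthrough which indicates perturbed polyadenylation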
TRPC4 potent: positive allosteric modulators of TRPC4, primary screen, cell-based, mouse TRPC4beta, HEK293 mu-opioid, Fluo-4 calcium; Short transient receptor potential channel 4 (Mus musculus), Q9QUQ5; DAMGO EC20, Fluo-4 Ca2+ flux; active compounds read high; B-score at 10 µM; actives 0.42% (n = 310,000);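 active means B-score of calcium response area above 5 SD of library B-scores, with initial fluorescence ratio within 5 SD of library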;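 further: B-score of integrated fluorescence ratio over time as area under calcium response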
TRPC4 block: inhibitors of mouse TRPC4 channel, primary screen, Fluo4 calcium, HEK293 TRPC4beta/mu-opioid cells; DAMGO-evoked Fluo4 calcium flux; active compounds read low; Short transient receptor potential channel 4 (Mus musculus), Q9QUQ5; actives 0.39% (n = 300,000); B-score at 10 µM;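 active means B-score over 3 SD under the library average, no early fluorescence shift, positive overall ratio signal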
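material = TRPC4beta/mu-opioid receptor HEK293 cell line | probe or stimulus = sequential submaximal and maximal DAMGO stimulation | compound dosing = one concentration per compound | measured by = Fluo4 Ca2+ flux fluorescence | evaluation = integrated fluorescence ratio relative to baseline, converted to per-well B score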
TRPC6 inhibitor: mouse TRPC6 channel inhibitors, primary screen, cell-based, HEK293, membrane potential dye; Short transient receptor potential channel 6 (Mus musculus), Q61143; ACh-evoked depolarization; active compounds read low; B-score at 10 µM; actives 1.1% (n = 310,000);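 active means B-score under library mean minus 3 SD, initial fluorescence not abnormally high, positive integrated signal ratio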;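 further: B-score derived from integrated fluorescence ratio over the kinetic read; more negative B-score means stronger inhibition of depolarization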
Active calls of the source: *; i = inactive; ? = inconclusive; · = not tested or not shown. The list is partial; the hit share may differ from the screen's.

SMILES	MrgX1 antagonist	TRPC6 activator	HIF act	MrgX1 ag	TRPC4 act	AI-2 QS mod	MrgX1 PAM	PolyA inh	TRPC4 potent	TRPC4 block	TRPC6 inhibitor
CCOc1ccc(CCNC(=O)c2ccc3nc(N4CCOCC4)sc3c2)cc1OCC	i	i	-0.1	i	i	7.2	i	i	i	i	i
O=S(=O)(/C=C/c1ccccc1)NC1CCCCCC1	i	i	0.1	i	i	22.4	i	i	i	i	i
COC(=O)c1oc2c(c1C)C(=O)CC(C)(C)C2	i	i	-0.7	i	i	4.7	i	i	i	i	i
CCOc1ccc(N2C(=O)Nc3ccc(Br)cc3C2(O)C(=O)NCCN(C)C)cc1 (stereo not given)	i	i	1.2	i	i	6.6	i	i	i	i	i
CC(=O)CC(c1ccc([N+](=O)[O-])cc1)c1c(O)c2ccccc2oc1=O (stereo not given)	i	i	0.3	i	i	17.1	i	i	i	i	i
CCCCCCCCn1c(=O)c(C(=O)OCC)c(O)c2ccccc21	i	i	0.3	i	i	5.9	i	i	i	i	i
COc1cc(-c2nc(S(=O)(=O)c3ccc(Cl)cc3)c(N(C)C)o2)cc(OC)c1OC	i	i	0.4	i	i	0.7	i	i	i	i	i
COc1ccccc1NC(=O)Nc1nc(CC(=O)Nc2cc(F)ccc2F)cs1	i	i	-0.5	i	i	8.6	i	i	i	i	i
Cc1nn(-c2ccccc2)c(N)c1C(c1ccc(C(C)C)cc1)c1c(C)nn(-c2ccccc2)c1N	i	i	-0.3	i	i	34.9	i	i	i	i	i
Cc1ccc(S(=O)(=O)N2CCN(C3CC(=O)N(CCc4ccccc4)C3=O)CC2)cc1C (stereo not given)	i	i	0.1	i	i	6.5	i	i	i	i	i
O=C(CSc1nc2ncc(Cl)cc2[nH]1)Nc1ccccc1-c1ccccc1	i	i	-0.6	i	i	24.4	i	i	i	i	i
Cc1cc2oc(=O)cc(CN(C)Cc3cccc(F)c3)c2cc1Cl	i	i	0.4	i	i	1.6	i	i	i	i	i
COc1ccc(C(=O)/C=C/c2cccnc2)c(OC)c1	i	i	1.2	i	i	17.8	i	i	i	i	i
NS(=O)(=O)c1ccc(NC(=O)COC(=O)c2cnc(Cl)c(Cl)c2)cc1	i	i	0.1	i	i	0.1	i	i	i	i	i
Cc1ccccc1OC(C)C(=O)N1CCC(Cc2ccccc2)CC1 (stereo not given)	i	i	0.5	i	i	1.3	i	i	i	i	i
Cc1cc(=O)[nH]c(SCc2cccc(F)c2)n1	i	i	-2.2	i	i	22.5	i	i	i	i	i
O=C(CSc1ncn[nH]1)N1CCOCC1	i	i	-0.4	i	i	18.0	i	i	i	i	i
O=C(CN(CCc1ccccc1)C(=O)CNS(=O)(=O)c1ccccc1)NCc1ccco1	i	i	-0.3	i	i	4.1	i	i	i	i	i
COc1cccc(OC)c1C(=O)Nc1ccc([N+](=O)[O-])cn1	i	i	0.1	i	i	12.1	i	i	i	i	i
O=C(O)C1CCCN1S(=O)(=O)c1cccc(S(=O)(=O)N2CCCC2C(=O)O)c1 (stereo not given)	i	i	0.6	i	i	-6.2	i	i	i	i	i
COc1ccc2cc(C(=O)NCCc3ccccc3)[nH]c2c1	i	i	1.9	i	i	21.1	i	i	i	i	i
O=C(NCc1ccccc1F)Nc1ccc([N+](=O)[O-])cc1	i	i	1.9	i	i	?	i	i	i	i	i
COc1ccccc1NC(=O)c1ccccc1NS(C)(=O)=O	i	i	-0.1	i	i	14.5	10.9*	i	i	i	i
CCOC1=NS(=O)(=O)c2ccccc21	i	i	-1.1	i	i	9.8	i	i	i	i	i
CCN(CC)C(=O)c1ccc(CS(=O)(=O)c2ccc(Br)cc2)cc1	i	i	0.5	i	i	0.5	i	i	i	i	i
Cc1onc(-c2ccccc2)c1C(=O)Nc1nc(-c2ccccc2)cs1	i	i	-0.2	i	i	19.2	i	i	i	i	i
CCOC(=O)C1CCN(Cc2nc3ccc([N+](=O)[O-])cc3c(=O)n2-c2ccc(OC)cc2OC)CC1	i	i	-0.4	i	59*	8.4	i	i	i	i	i
COc1ccccc1CNC(=O)COC(=O)CCN=C1NS(=O)(=O)c2ccccc21	i	i	0.1	i	i	10.4	i	i	i	i	i
CCCn1c(SCC(=O)N2CCc3ccccc32)nnc1-c1ccco1	i	i	-0.2	i	i	22.0	i	i	i	i	i
COc1ccc(-c2cc(C(=O)N/N=C/c3ccc4c(c3)OCO4)c3ccccc3n2)c(OC)c1	i	i	-2.7	i	i	22.4	i	i	i	i	i
CCOc1ccc2nc(NC(=O)CSc3nc(-c4ccccc4)c(C#N)c(=O)[nH]3)sc2c1	·	11.6*	2.8	·	i	39.5	·	i	i	i	i
COc1ccccc1CCNC(=O)CSc1ccc(-c2cccs2)nn1	i	i	0.2	i	i	25.8	7.93*	i	i	i	i
COc1ccc(C(C(=O)NCC2CCCO2)N(C(=O)CNC(=O)c2ccco2)c2ccc(C)c(C)c2)cc1OC (stereo not given)	i	i	-1.2	i	i	10.0	i	i	i	i	i
Cc1cc(=O)[nH]c(SCC(=O)NN(c2ccccc2)c2ccccc2)n1	i	i	0.2	i	i	3.6	i	i	i	i	i
O=C(O)C(Cc1ccccc1)N1C(=O)C2CCCCC2C1=O (stereo not given)	i	i	-0.4	i	i	12.4	i	i	i	i	i
Cc1cc(Cl)ccc1NC(=S)NCC(C)C	i	i	-0.2	i	i	10.6	i	i	i	i	i
O=[N+]([O-])c1ccccc1/C=C/c1ccc2ccccc2n1	i	i	-5.1	i	i	·	i	i	i	i	i
Cc1ccc(CN(c2ccc(C(=O)N3CCOCC3)cc2)S(C)(=O)=O)cc1	i	i	-0.1	i	i	0.4	i	i	i	i	i
CC(Cc1ccccc1)Nc1ncnc2c1ncn2C1OC(CO)C(O)C1O (stereo not given)	i	i	0.3	i	i	22.2	7.58*	i	i	i	i
Cc1cc(NC(=O)CSc2nc3c(sc4ccccc43)c(=O)n2CCCN2CCOCC2)n[nH]1	i	i	0.8	i	i	18.1	i	i	i	i	i
COc1ccc(NC(=O)CSc2c(C)nn(-c3nnc(C)c(=O)[nH]3)c2C)cc1	i	i	-0.1	i	i	34.9	i	i	i	i	i
CCCOc1ccc(N2CC(C(=O)Nc3ccc(N4CCOCC4)cc3)CC2=O)cc1 (stereo not given)	i	i	-1.3	i	i	14.1	i	i	i	i	i
COc1ccc(S(=O)(=O)Nc2ccc(S(=O)(=O)N3CCCCC3)cc2)cc1OC	i	i	0.0	i	i	11.8	i	i	i	i	i
O=C(Nc1ccc(N2CCCC2)cc1)c1cc([N+](=O)[O-])ccc1N1CCOCC1	i	i	-0.2	i	i	31.2	i	i	i	i	i
COc1cc(/C=N\NC(=O)c2ccc(-c3ccccc3)cc2)cc(OC)c1O	i	i	5.1	i	i	35.8	i	i	i	i	i
COCCNC(=O)/C(C#N)=C/c1cccs1	i	i	·	i	i	14.3	i	i	i	i	i
O=S(=O)(NCc1ccccc1Cl)c1ccc(-n2cnnn2)cc1	i	i	0.2	i	i	17.0	i	i	i	i	i
C/C(CC(=O)Nc1ccc(N(C)C)cc1)=N\NC(=O)c1ccncc1	i	i	-0.2	i	i	18.0	i	i	i	i	i
COc1cccc(N(CC(=O)N2CCOCC2)S(C)(=O)=O)c1	i	i	-26.9	i	i	12.7	i	i	i	i	i
O=C(Nc1c2c(nc3ccccc13)CCCC2)c1ccccc1F	i	i	-1.5	i	i	12.6	i	i	i	i	i

New compounds follow
SMILES	MrgX1 antagonist	TRPC6 activator	HIF act	MrgX1 ag	TRPC4 act	AI-2 QS mod	MrgX1 PAM	PolyA inh	TRPC4 potent	TRPC4 block	TRPC6 inhibitor
O=C(CCCOc1ccccc1)Nc1cccnc1	i	i	-0.3	i	i	8.3	i	i	i	i	i
COc1cc(/C=C2\C(=O)NN(c3ccccc3)C2=O)cc([N+](=O)[O-])c1O	i	i	-0.5	i	i	40.2	i	i	i	i	i
CCOC(=O)C1=C(C)N(CCCC(=O)O)C(=O)NC1c1ccc([N+](=O)[O-])cc1 (stereo not given)	i	i	-0.3	i	i	3.7	i	i	i	i	i
COc1ccc(-c2nn(-c3ccccc3)cc2/C=N/N=C(N)N)cc1OC	i	i	-0.3	44.4*	i	11.7	i	i	i	i	i
CCOc1ccc2[nH]c(C(=O)N/N=C/c3ccccc3OC)cc2c1	i	i	3.3	i	i	-17.0	i	i	i	i	i
Nc1ccccc1Nc1cc(-c2ccccc2)nn1-c1cccc(Cl)c1	i	i	-0.2	i	i	32.7	i	i	i	i	-5.59*
O=C1C(=O)N(c2ccccn2)C(c2ccc(F)cc2)/C1=C(/O)c1ccc(Br)cc1 (stereo not given)	i	i	-0.8	i	i	34.7	i	i	i	i	i
O=C1CS(=O)(=O)c2ccccc2N1	i	i	-0.4	i	i	29.3	i	i	i	i	i
COc1cc(NC(=O)c2ccc3c(c2)S(=O)(=O)N=C2CCCCCN23)cc(OC)c1	i	i	0.2	i	i	22.5	i	i	i	i	i
CCO[C@@H]1OC(C(=O)N2CCN(Cc3ccccc3)CC2)=C[C@H](c2ccc(C(F)(F)F)cc2)[C@H]1CCCO	i	i	-0.3	i	i	21.2	i	i	i	i	i
CC(C)C(=O)Nc1cccc(C(=O)Nc2nnc(C(C)C)s2)c1	i	i	1.9	i	i	14.4	i	i	i	i	i
CCN(CC)C(=O)/C(NC(=O)c1ccccc1)=C(/Sc1ncccn1)c1ccccc1	i	i	1.3	i	i	20.0	i	i	i	i	i

Screening results (PubChem)
